# Bioassay records (PubChem BioAssay)
# OXTR potentiator: human OXTR potentiators, primary screen, fluorescence, CHO-OTR cells, Fluo-8 calcium; Oxytocin receptor (Homo sapiens), P30559; Fluo-8 calcium fluorescence, potentiator mode; 0% = oxytocin EC15, 100% = EC100; activation, % at 3 µM; actives 0.061% (n = 320,000); AID 2445, 2010;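 active = activation above that plate's cutoff, the mean activation of tested compounds plus 3 SD, cut at about 6.6% in these data, passing the limit was not always enough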;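 also: 100% uses oxytocin at 75 nM as the full agonist control; some results filed as inactive read as strong as hits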
# Target sequence (P30559 whole entry, looked up): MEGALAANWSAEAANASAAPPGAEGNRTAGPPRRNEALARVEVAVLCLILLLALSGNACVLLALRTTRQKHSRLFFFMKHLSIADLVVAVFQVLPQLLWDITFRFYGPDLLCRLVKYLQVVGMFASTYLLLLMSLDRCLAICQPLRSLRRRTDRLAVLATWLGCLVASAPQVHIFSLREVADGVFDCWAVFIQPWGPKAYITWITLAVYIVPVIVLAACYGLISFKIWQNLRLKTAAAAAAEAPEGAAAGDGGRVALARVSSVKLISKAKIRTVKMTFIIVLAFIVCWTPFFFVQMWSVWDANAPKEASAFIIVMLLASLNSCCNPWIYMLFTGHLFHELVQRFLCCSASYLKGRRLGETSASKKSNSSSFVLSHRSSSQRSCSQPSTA
#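 assay system = CHO-OTR cells, human receptor | schedule = compound 6 min at room temperature before oxytocin, 100 s read | detection = Fluo-8 intracellular calcium fluorescence, ex 470-495, em 515-575 nm | evaluation = normalized max/min fluorescence ratio, % activation | control set = EC15 oxytocin alone as 0%, 75 nM oxytocin (EC100) as 100%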
# CHRM4 antagonist: human M4 muscarinic receptor antagonists, primary screen, CHO cells, Fluo-8 calcium fluorescence; actives 0.73% (n = 360,000); AID 624125, 2012; CHO-hM4 cells, ACh EC80; Muscarinic acetylcholine receptor M4 (Homo sapiens), P08173; inhibition, % at 3 µM;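 active = inhibition above its plate's cutoff, the mean inhibition of sample wells plus 3 SD, cut at about 27% in these data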;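 also: 0% = acetylcholine EC80 with DMSO and 100% = DMSO without agonist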
# Target sequence (P08173 whole entry, looked up): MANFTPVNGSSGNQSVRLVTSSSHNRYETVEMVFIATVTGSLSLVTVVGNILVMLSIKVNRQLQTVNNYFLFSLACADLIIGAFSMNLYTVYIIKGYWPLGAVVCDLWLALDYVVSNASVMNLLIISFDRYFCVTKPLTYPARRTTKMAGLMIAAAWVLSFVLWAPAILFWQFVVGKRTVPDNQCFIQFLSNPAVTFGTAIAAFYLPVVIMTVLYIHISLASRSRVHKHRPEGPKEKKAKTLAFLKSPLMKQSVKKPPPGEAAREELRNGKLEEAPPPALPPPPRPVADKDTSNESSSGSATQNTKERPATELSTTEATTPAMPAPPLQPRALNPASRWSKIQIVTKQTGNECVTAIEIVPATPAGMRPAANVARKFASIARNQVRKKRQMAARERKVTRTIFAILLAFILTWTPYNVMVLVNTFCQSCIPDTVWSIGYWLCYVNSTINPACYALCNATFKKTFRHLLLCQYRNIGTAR
# CHRM4 agonist: human M4 muscarinic receptor agonists, primary screen, CHO-K1 cells, Fluo-8 calcium fluorescence. activation, % at 3 µM. CHO-K1 hM4/Gqi5; vehicle 0%, full acetylcholine response 100%. Muscarinic acetylcholine receptor M4 (Homo sapiens), P08173. actives 0.14% (n = 360,000);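 active = activation above the run mean over all test wells plus 3 SD, cut at about 32% in these data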;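 also: peak over basal fluorescence ratio per well then scaled between controls; 0% = DMSO wells and 100% = acetylcholine at EC100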
# CHO-K1 Ca antag: M1 antagonist counterscreen hit in parental CHO-K1 cells | ATP-induced calcium, Fluo-8 fluorescence | inhibition, % at 3 µM | actives 0.6% (n = 360,000) | AID 602250;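 active = inhibition above a per-plate cutoff, the plate's mean sample inhibition plus 3 SD, cut at about 24% in these data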;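 also: 0% = DMSO plus EC80 ATP and 100% = DMSO alone without ATP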
# CHO-K1 Ca ag: counter-screen for M1 agonists: effect in parental CHO-K1 cells | actives 0.48% (n = 360,000) | activation, % at 3 µM | Fluo-8 calcium fluorescence; scaled to maximal ATP response, vehicle zero; in the data active = activation above about 15%;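 also: untransfected CHO-K1 host cells lacking M1 receptor as counterscreen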
# CHO parental Ca: ATP-evoked calcium signal inhibitors, parental CHO, primary screen, counter-screen for OX1R antagonist project, cell-based, fluorescence, Fluo-8 calcium dye; parental CHO-K1, ATP-induced calcium, Fluo-8 fluorescence; inhibition, % at 5.6 µM; actives 0.63% (n = 330,000); AID 463079, 2010;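 active = inhibition above that plate's mean sample inhibition plus 3 SD, cut at about 26% in these data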;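 also: 0% = ATP-challenged DMSO wells and 100% = DMSO wells without ATP; some compounds past the cut are filed as inactive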
#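 Test system: parental CHO cells; detection: calcium-sensitive Fluo-8 fluorescence; evaluation: percent inhibition of calcium signal; also added: ATP as calcium-mobilizing challenge; repeats: one well per compound; control set: ATP-challenged DMSO wells low, unchallenged DMSO wells high; compound: single nominal dose of 5.6 µM per compound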
# CHRM1 antagonist: human M1 muscarinic receptor antagonists, primary screen, CHO-K1 cells, Fluo-8 calcium fluorescence, 1536-well | CHO-K1 hM1, ACh EC80 antagonist | actives 1.3% (n = 360,000) | AID 588852, 2011 | inhibition, % at 3 µM | Muscarinic acetylcholine receptor M1 (Homo sapiens), P11229;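 active = percent inhibition above its own plate's cutoff, namely the mean of that plate's compound wells plus 3 SD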;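 also: peak over basal fluorescence ratio during 140 s after agonist addition; 0% = ACh EC80 plus DMSO and 100% = DMSO alone without agonist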
# CHRM1 agonist: human M1 muscarinic receptor agonists, primary screen, Fluo-8 calcium fluorescence, CHO-K1 cells, HTS; Muscarinic acetylcholine receptor M1 (Homo sapiens), P11229; CHO-K1 hM1, agonist mode; 0% DMSO, 100% acetylcholine EC100; activation, % at 3 µM; actives 0.33% (n = 360,000);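 active = activation above the run's mean compound activation plus 3 SD, cut at about 16% in these data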;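 also: peak over basal fluorescence ratio within a 140 s kinetic read after compound addition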
# M1 PAM: human M1 muscarinic receptor positive allosteric modulators, primary screen, CHO-K1 cells, Fluo-8 calcium fluorescence, 1536-well | AID 588819, 2011 | CHO-K1 hM1, ACh EC20; 0% = ACh EC20, 100% = maximal ACh | actives 0.088% (n = 360,000) | activation, % at 3 µM; in the data active = activation above about 19%, passing the limit was not always enough
# Starred values were filed as active, the others as inactive; nt = no result given. These rows are one share of the data. The share of hits here may be higher or lower than overall.
# Below each compound: OXTR potentiator, CHRM4 antagonist, CHRM4 agonist, CHO-K1 Ca antag, CHO-K1 Ca ag, CHO parental Ca, CHRM1 antagonist, CHRM1 agonist, M1 PAM
CCOS(C)(=O)=O
    -6, -7, 2, -20, 0.3, -6, -12, -2, 5
C=CCc1cc(OC)c2c(c1)OCO2
    1, 7, 0, 14, -0.2, -11, 9, -3, -5
CC1=CC2OC3CC4OC(=O)C=CC=CC(C(C)O)OCC(O)C5(C)OC5C(=O)OCC2(CC1O)C4(C)C31CO1 (configuration not stated)
    nt, 2, 0, -13, 1.0, nt, -14, -5, 8
CCOc1ccc(N)cc1
    nt, -4, 1, -12, 0.4, nt, -8, -2, 6
C=C1C(=O)OC2CC3(C)OC3C3OC3C3=CC(OC3=O)C12 (configuration not stated)
    nt, 14, 1, 15, -0.5, nt, 11, -3, -7
CC1=CC(=O)OC2CC3OC4C[C@@H](C)C5OC6CC7O[C@]8(C)C/C=C\C9OC%10CC%11OC(CC(C)C%12OCCO%12)CC(O)[C@]%11(C)OC%10CC9OC8C[C@]7(C)O[C@]6(C)CCC5OC4C[C@]3(C)OC12 (some centres not stated)
    -1, 5, 0, 0, -0.2, -13, 2, -2, 0
OCCN(CC#CC(O)(c1ccccc1)C1CCCC1)CCO (configuration not stated)
    1, 2, 1, -5, -0.1, -2, 8, -6, -9
CC(=O)OC1N=C(c2ccccc2)c2ccccc2NC1=O (configuration not stated)
    3, 0, 3, -12, 0.5, -6, -30, 0, 0
COc1ccc(C(=O)C2CCCN(Cc3ccsc3)C2)cc1OC (configuration not stated)
    0, 12, 0, -3, 0.5, -4, 21, -10, -25
COC(=O)C1C2c3ccccc3OC1(C)N=c1s/c(=C/c3cnn(C)c3)c(=O)n12 (configuration not stated)
    -1, 0, 0, -7, 0.4, -9, -12, -2, 8
NCCc1ccc(OCc2ccccc2)c(OCc2ccccc2)c1
    -8, 21, 34*, 5, 16*, 22, -4, 13, 11
CN1C(=O)C[N+]([O-])=C(c2ccccc2)c2cc(Cl)ccc21
    nt, -8, 0, 12, -0.3, nt, -6, 0, 12
COC(=O)C1=C(c2ccc(OCc3ccccc3)cc2)C[C@@H]2CC[C@H]1N2C(=O)NCc1cccc(OC)c1
    -6, -5, 7, -8, 1.9, -1, 8, -4, -3
CCCCn1c(O)c(C(CC)=NCCCN(C)C)c(=O)[nH]c1=O
    -1, 7, 0, 12, 0.0, -4, 0, -6, 5
COC(=O)C1=CO[C@@H](C)[C@H]2CN3CC[C@]4(C(=O)Nc5ccccc54)[C@@H]3C[C@H]12
    4, -1, 0, -4, -0.3, -14, -16, -5, 6
CCOc1cc2c(cc1OCC)-n1cccc1C(c1cccc(F)c1F)NC2 (configuration not stated)
    -2, 0, 0, 3, 0.6, -28, 2, -8, 0
CCNc1nc2[nH]c(=O)c3c(c2s1)OC(N)=C(C#N)C3c1cccs1 (configuration not stated)
    -2, 7, 1, 3, 0.8, -5, 1, -1, 1
COc1cc2c(c(OC)c1OC)-c1ccc(O)cc1C(NC(C)=O)CC2 (configuration not stated)
    nt, -27, 1, -13, 0.8, nt, -14, -3, 4
O=C1NC(=O)N(CC2CCCO2)C(=O)/C1=C/c1cccs1 (configuration not stated)
    2, -3, 0, 7, 0.3, -10, -10, -3, 8
CCC(C)C12CN3CCN(CC(C)(C3)C1O)C2 (configuration not stated)
    1, 1, 1, -16, 1.6, -3, -5, -3, 7
CN1C(=O)C(=Cc2ccc(N3CCCCCC3)o2)C(=O)N(C)C1=S
    -4, -4, 3, 6, 4.3, 5, -5, 11, -3
S=C(NCCc1ccccc1)N1Cc2cc(Br)ccc2-n2nncc2C1
    nt, -8, 2, 27*, 0.0, nt, 18, -10, -10
C=CCn1c(O)c(C(CC)=NC(C)c2ccccc2)c(=O)[nH]c1=O (configuration not stated)
    5, -1, 8, 1, 2.1, -10, -4, 1, 4
Nc1c2c(nc3sc4c(c13)CCCC4)CCCCC2
    -21, 7, 0, -13, 3.6, -7, 36*, -3, -20
COc1ccc(-n2c(/C=C/c3ccc(O)c(O)c3)nc3ccccc3c2=O)cc1
    -22, 13, 20, 12, 5.1, -12, 35, -2, -19
O=c1c2ccccc2nc(-c2cccs2)n1-c1cnccn1
    -13, 5, 2, -11, 0.7, -13, -14, -3, -1
CN1C(=O)N(C)C(=O)C2(Cc3cc([N+](=O)[O-])ccc3N(C)C2)C1=O
    -4, -3, 7, -16, 2.4, -5, -3, -6, 3
CCOC(=O)C(O)(c1ccc(N(CC)S(=O)(=O)c2ccccc2)cc1)C(F)(F)F (configuration not stated)
    -25, -4, -1, 4, 0.4, -5, -10, -5, 4
CC(N=Cc1c(O)n(C2CC2)c(=S)[nH]c1=O)c1ccccc1 (configuration not stated)
    -2, 2, 2, 1, 1.8, -13, 2, -4, 2
O=C1NC(=O)C2(CCN(S(=O)(=O)c3ccccc3)CC2)C(=O)N1
    nt, -5, 1, -6, 0.6, nt, 12, 8, 14
O=C(CCCC1=NS(=O)(=O)c2ccccc2N1)N1CCC2(CC1)OCCO2
    -8, -6, 2, -14, 0.1, -4, -14, -3, 7
CCC1=C(C)C(N2CCOCC2)=NP(N2CCOCC2)(N2CCOCC2)=N1
    -15, -3, 1, -11, 0.3, -13, -7, -2, 6
CCCC(=O)c1ccc(CP(=O)(OCC)OCC)o1
    -5, -6, 1, -12, 0.0, -10, -10, -3, 9
c1ccc(C2NCCc3[nH]cnc32)cc1 (configuration not stated)
    -20, 2, 1, 3, 0.1, -7, -4, 1, -1
COc1ccc(C(=O)C2CCCN(C3CSCCSC3)C2)c(C)c1 (configuration not stated)
    -11, 16, 3, -4, 12, -18, 54*, -7, -23
O=C(NN=Cc1ccc(N(CCCl)CCCl)cc1)c1cccnc1
    nt, -8, 3, -8, 0.7, nt, -12, -4, 7
COc1ccc(-c2nc3ccccc3n2OC(=O)N(C)C)cc1
    -7, -7, 1, -4, 0.1, -9, 0, -6, 1
CCCCn1c(O)c(C(CC)=Nc2cccc(C(=O)O)c2)c(=O)[nH]c1=O
    -7, 8, 0, -5, 0.2, 0, 10, -2, 0
c1ccc(CN2Cc3ccccc3-n3nncc3C2)cc1
    nt, -10, 4, -6, 1.4, nt, -9, -5, 2
O=C(O)CCn1cc(C=C2C(=O)NC(=S)NC2=O)c(-c2cccc(Br)c2)n1
    -11, -1, 1, -9, 0.0, -11, -2, -1, 2
CCn1c(P(C)(=O)O)nc2cc(NC(=O)c3ccccc3F)ccc21
    -9, -18, 2, -1, -0.2, -2, -5, -5, -1
COCCCNC(=O)c1c(NC(=O)c2ccccc2Cl)n(Cc2ccccc2)c2nc3ccccc3nc12
    -12, 4, 0, -5, 0.7, -8, -3, -2, 3
C=CC[N+]1(C)C2CCC1CC(O)C2 (configuration not stated)
    -10, -12, 2, -17, 0.1, -7, -10, -3, 7
Cc1cc(C=C2C(=O)NC(=S)NC2=O)c(C)n1C1CCCC1
    -21, 0, 1, 1, 0.2, -27, -3, -15, 1
O=c1[nH]c(=O)n(-c2cccc(Cl)c2)c(O)c1C=NCCCN1CCOCC1
    -9, 3, 1, -8, 0.2, -6, -10, -3, 9
COc1ccc(CC2c3cc(OC)c(OC)cc3CCN2C)cc1OC (configuration not stated)
    0, -9, -1, 7, 0.1, -4, -17, -2, 12
CC[C@H](C)/C=C(C)/C=C/C1=CC2=C(Cl)C(=O)[C@](C)(OC(C)=O)C(=O)C2=CO1
    0, -6, 1, -1, -0.2, -5, -8, -2, 7
O=C1NC(=O)C(=Cc2c(Cl)cccc2Cl)C(=O)N1
    nt, -4, 1, -14, 0.0, nt, -9, -2, 3
COC(=O)C1=C(c2cc3ccccc3o2)C[C@@H]2CC[C@H]1N2C(=O)NC(C)C
    -4, 10, 2, -13, 0.2, -14, 6, -12, -1
Cc1ccc(OC(=O)N(C)C[C@H]2OCc3cnnn3CCCC(=O)N([C@H](C)CO)C[C@@H]2C)cc1
    nt, -8, 0, 1, -0.3, nt, -12, -6, 2
CC(CC(C#N)(c1ccccc1)c1ccccc1)N(C)C (configuration not stated)
    -1, 91*, 1, -2, -0.6, -6, 102*, -14, -35
O=C1NC(=O)N(Cc2ccccc2)C(=O)/C1=C/C=C/c1ccco1
    -4, -17, 6, -3, 5.0, 4, -3, 3, 2
C#C[C@]1(O)CC[C@H]2[C@@H]3CCC4=Cc5nc6nc7ccccc7n6cc5C[C@]4(C)[C@H]3CC[C@@]21C
    0, -9, 6, 4, 2.3, -21, -26, -1, -2
COC(=O)c1c(C)n(Cc2ccccc2)c2ccc(O)cc12
    -9, 3, 1, -4, 0.3, -8, -8, 0, 6
COc1ccc(CC(=O)N(C)C2CCCN(Cc3ccccc3F)C2)cc1OC (configuration not stated)
    -9, 4, 0, 2, 0.4, -7, -19, -5, 17
COP(=S)(OC)c1c(C)nn(CCC#N)c1NC(=O)c1ccc(Cl)cc1
    -2, 2, 1, -14, 1.0, 9, -7, -1, -3
CC1CCN(C(=O)CCl)CC1
    -2, 3, 1, 8, -0.2, 1, -2, -5, -1
Cc1nc2c(c(C)nn2-c2ccccc2)c(C)c1CCC(=O)N1CCC2(CC1)OCCO2
    -2, 2, 1, -4, 2.9, -8, -1, -2, 4
CC(CN1CCOCC1)OC(=O)Cc1ccccc1 (configuration not stated)
    4, -14, 0, -11, 12, 0, -13, -3, 17
O=C(Cc1cc(=O)[nH]c(=O)[nH]1)N1CCN(CCO)CC1
    nt, 7, 0, 7, 0.5, nt, 7, -3, -7

# Further results:
# Below each compound: OXTR potentiator, CHRM4 antagonist, CHRM4 agonist, CHO-K1 Ca antag, CHO-K1 Ca ag, CHO parental Ca, CHRM1 antagonist, CHRM1 agonist, M1 PAM
COc1cc(CN2CCNCC2)cc(OC)c1OC
    -4, 7, 1, 9, -0.4, -5, -11, 1, 22
COc1ccc(CCn2c(O)c(/C=N/N3CCCCC3)c(=O)[nH]c2=O)cc1OC
    3, 4, 1, -2, 1.2, -10, -3, 10, 7
Cc1ccc(-n2c(O)c(/C=N/N3CCOCC3)c(=O)[nH]c2=S)cc1
    0, -2, 0, -4, -0.9, -3, -8, -3, 3
O=[N+]([O-])c1ccc(N2CCNCC2)cc1N1CCCCC1
    0, 2, 2, -13, 2.4, -11, -9, -16, 4
CC(C)(O)C1C2OC(=O)C1C1(O)CC3OC34C(=O)OC2C14C (configuration not stated)
    nt, -10, 1, -5, -0.1, nt, -36, -2, 3
CCN1CCN(C(=O)COc2ccc(S(=O)(=O)N(C)Cc3ccccc3)cc2)CC1
    -4, 13, 3, -5, 3.0, -6, -6, -9, -2
